HIV RNase H inh – inhibitors of HIV-1 reverse transcriptase RNase H | inhibition, % at 10 µM | 65,000 tested, 1.9% active | RT-RNase H RNA/DNA duplex cleavage, fluorescence | P04585; in the data active means inhibition above about 50%
RmlC RmlD mix – RmlC/RmlD inhibition, mixture screen. RmlC/RmlD coupled enzyme inhibition, 384-well mixture HTS. inhibition, % at 5.5 µM. 110,000 tested, 0.39% active; in the data active means inhibition above about 30%, passing the limit was not always enough; further: strong numbers were not always called active
* hit, by the source's call; · = not tested or not shown. Only part of the results is shown (hit frequency here may not be typical).

(1) CCNC(=O)c1nc[nH]c1C(=O)NCC
(2) c1ccn2c(SCc3ccc4c(c3)OCO4)nnc2c1
(3) Cn1c(N)c(C(=O)c2cc(-c3ccccn3)nc3ccccc23)c(=O)[nH]c1=O
(4) c1ccc(OCCCn2nnc(-c3ccc(N4CCOCC4)cc3)n2)cc1
(5) O=S(=O)(c1ccc(Nc2ccc3c(c2)OCO3)nc1)N1CCOCC1
(6) Cc1c(NC(=O)c2cc3nc(-c4ccc(Cl)cc4)cc(C(F)(F)F)n3n2)c(=O)n(-c2ccccc2)n1C
(7) CCSc1nc2ccccc2n1CC(=O)OC
(8) COC(=O)CN1C(=O)C2(C(C#N)=C(N)Oc3n[nH]c(-c4cccs4)c32)c2ccccc21 (centres undefined)

Compound	1	2	3	4	5	6	7	8
RmlC RmlD mix	11	0	6	-17	7	0	3	0
HIV RNase H inh	-9	-15	-5	3	6	·	-19	-11

(9) Cc1nnc(Nc2ccc(Cl)cc2)n(N)c1=O
(10) O=S(=O)(NC1CCCCC1)c1cccc(-c2nnc(-c3ccccc3)o2)c1
(11) CCOc1ccc(NC(=O)Nc2nnc(CC)s2)cc1
(12) COc1cc(C(=O)NCCOc2cccc(C)c2)c(Br)c(OC)c1OC
(13) Cc1cc(N2CCN(Cc3ccccc3)CC2)n2nc(C)c(-c3ccccc3)c2n1
(14) NC(CC(=O)OC1CCCCC1)C(=O)OC1CCCCC1 (centres undefined)
(15) O=C(c1ccc(CS(=O)(=O)c2ccc(Br)cc2)o1)N1CCN(c2ccccn2)CC1
(16) Fc1ccc2c(c1)nnn2C1CCN(Cc2nnnn2CCc2ccccc2)CC1

Compound	9	10	11	12	13	14	15	16
RmlC RmlD mix	-16	10	4	-7	-15	·	5	7
HIV RNase H inh	·	-7	·	·	·	0	-18	3

(17) O=S(=O)(NCC1CCCO1)c1ccc(S(=O)(=O)N2CCCC2)cc1 (centres undefined)
(18) O=S(=O)(Nc1ccc(S(=O)(=O)N2CCCCC2)cc1)c1ccc(Br)s1
(19) Cc1ccc(S(=O)(=O)NCc2ccc(C(=O)N3CCN(Cc4ccccc4)CC3)cc2)cc1
(20) CC1CCCN(C(=O)c2ccc(CNc3c(N4CCCCC4)c(=O)c3=O)cc2)C1 (centres undefined)
(21) COc1cc(Nc2nc3ccccc3n3nnnc23)cc(OC)c1OC
(22) O=C(O)c1oc2ccc(Br)cc2c1-n1cccc1
(23) O=C(Nc1ccc2oc(-c3cccc(F)c3)nc2c1)c1ccccc1F
(24) O=C(Nc1nc2c(s1)CCCC2)C1COc2ccccc2O1 (centres undefined)

Compound	17	18	19	20	21	22	23	24
RmlC RmlD mix	6	-17	-10	-12	-9	-6	-15	-14
HIV RNase H inh	·	-7	·	·	·	10	·	-11

(25) O=C(O)C1CC=CCC1C(=O)Nc1cccc(C(=O)N2CCCCC2)c1 (centres undefined)
(26) CCOC(=O)c1ccc(Nc2nc(C)cc(C)c2C#N)cc1
(27) CCCn1c(=O)c2ccccc2n2c(SCc3nnc(-c4ccccc4Br)o3)nnc12
(28) Cc1cccc(C)c1NC(=O)NC1(C(=O)NCCCN2CCOCC2)CCCCC1
(29) CN(CCO)Cc1csc2ccc(Br)cc12
(30) CCCOc1ccc(/C(O)=C2\C(=O)C(=O)N(CCCOC)C23C(=O)N(C)c2ccccc23)cc1 (centres undefined)
(31) COC(=O)C1=C(c2ccc(S(C)(=O)=O)cc2)C[C@@H]2CC[C@H]1N2C(=O)NCCCOC(C)C
(32) CCOC(=O)c1c(-c2cccs2)csc1NC(=O)CSc1ncn[nH]1

Compound	25	26	27	28	29	30	31	32
RmlC RmlD mix	4	-5	-7	4	-11	-33	22	1
HIV RNase H inh	-7	-6	5	·	·	-14	·	46

(33) O=C(NC1CSC/C1=N\O)c1ccccc1 (centres undefined)
(34) COc1ccc(C)cc1S(=O)(=O)N(CC(=O)N1CCCC1)c1ccccc1
(35) CC(=O)Nc1ccc(S(=O)(=O)NC2(C(F)(F)F)NC(=O)N(C3CCCCC3)C2=O)cc1 (centres undefined)
(36) CC(=O)c1c(O)cc(=O)n(-c2ccccc2)c1-c1cccc2ccccc12
(37) Cc1cc(C(=O)OCC(=O)NCCc2ccccc2)c(C)o1
(38) O=C(c1cc(-c2ccc3c(c2)OCO3)on1)N1CCOCC1
(39) COc1ccc(C(c2nnnn2Cc2ccccc2)N2CCN(c3nc4ccccc4s3)CC2)cc1OC (centres undefined)
(40) CC(=O)OC(C(=O)NC1CCCCC1)c1ccc(C)cc1 (centres undefined)

Compound	33	34	35	36	37	38	39	40
RmlC RmlD mix	4	14	-10	10	8	-9	-8	-10
HIV RNase H inh	1	-8	·	·	-34	-10	·	5

(41) Cc1c(Cl)cccc1-c1ccc(C(=O)N2CCN(c3ccc([N+](=O)[O-])cc3)CC2)o1
(42) CC1CCOC2(O1)C(=O)N(CN1CCN(c3cccc(Cl)c3)CC1)c1ccccc12 (centres undefined)
(43) S=c1nc(-c2ccccc2)n(CCN2CCOCC2)c2c1CCCC2
(44) CN1CCN(C(=O)c2ccccc2NC(=O)c2cccs2)CC1
(45) CC(C)CNS(=O)(=O)c1ccc(CCC(=O)O)cc1
(46) COc1cc(C(=O)O)ccc1O
(47) Cc1ccc(-n2c(CSc3nc(C)cc(C)n3)nnc2SCC(=O)NCc2ccco2)cc1
(48) O=C(c1ncc[nH]1)c1ccco1

Compound	41	42	43	44	45	46	47	48
RmlC RmlD mix	-16	8	12	3	16	-7	6	-9
HIV RNase H inh	·	·	-10	-6	3	·	0	-6

(49) COc1cccc(N2CCN(c3ccc(S(=O)(=O)N4CCCC4)cc3)CC2)c1
(50) Cc1cc2nc(C)n(CCCNC(=O)Nc3ccc(F)cc3)c2cc1C
(51) CCOCCn1c(N2CCN(c3ccccc3)CC2)nc2c1c(=O)n(C)c(=O)n2C
(52) COc1ccc(C(=O)Nc2c(Cl)cc(Cl)cc2C(=O)NCc2ccco2)cc1
(53) CCOC(=O)c1cc(C)sc1NC(=O)CCC(=O)O
(54) COc1cccc2cc(C(=O)Nc3cccc(C)n3)c(=O)oc12
(55) CCCCn1c(=O)[nH]c2ccccc21
(56) CC(C)COC(=O)Nc1nnc(SCc2ccccc2F)s1

Compound	49	50	51	52	53	54	55	56
RmlC RmlD mix	-6	5	-8	-13	-8	·	10	-14
HIV RNase H inh	·	·	-17	·	·	5	-23	·

(57) Cc1ccc(-c2nnc3c4ccccc4c(C)nn23)cc1NC(=O)c1ccco1
(58) Fc1cccc(Cl)c1CNC(c1ccccc1)c1ccccc1
(59) CCCCCn1nc(C)c(/C=N\NC(=O)c2cc(C)oc2C)c1C
(60) COc1ccc(C2C(C(=O)Nc3ccccc3)=C(C)Nc3nc(CCCO)nn32)cc1 (centres undefined)
(61) Cc1n[nH]c(C)c1N1C(=O)c2cccc3c(Br)ccc(c23)C1=O
(62) COC(=O)C1=C(C)NC(=O)/C1=C\c1ccc2c(c1)OCO2
(63) COCCNC(=O)c1ccc2snnc2c1
(64) O=C(CCCc1cccs1)Nc1nc2c(s1)CCCC2

Compound	57	58	59	60	61	62	63	64
RmlC RmlD mix	·	-10	-16	6	-11	6	3	4
HIV RNase H inh	0	·	·	-6	·	·	·	-4

(65) CC1CCCCC1NC(=O)C1CCCN1S(=O)(=O)c1cccc2nsnc12 (centres undefined)
(66) COc1ccc2c(c1OC)C(=O)OC2c1c(O)n(C2CCCCC2)c(=O)[nH]c1=O (centres undefined)
(67) CCOc1ccc(CCNC(=O)C2CCCN(S(=O)(=O)c3c(C)n[nH]c3C)C2)cc1OCC (centres undefined)
(68) N/C(=N\c1nc2ccccc2o1)NC(=O)c1ccc(F)cc1
(69) CC(C)(C)c1ccc(C(=O)N/N=C/c2cccc(Cl)c2)cc1
(70) Cc1nc(SCC(=O)Nc2ccccc2C(F)(F)F)c(C#N)c(C)c1CC(=O)c1ccc(Br)cc1
(71) NC(=O)c1cc(-c2ccccc2)nc(N2CCCCCC2)n1
(72) CN1CCC2(CC1)NC(=O)C1=C(CN(C)CC1)N2

Compound	65	66	67	68	69	70	71	72
RmlC RmlD mix	10	2	8	4	-11	-10	-3	3
HIV RNase H inh	·	0	-17	·	·	·	-9	-6

(73) O=C(CC1CCCCC1)Nc1ncn[nH]1
(74) COC(=O)C1=C(C)NC(C)=C(C(=O)OCCN(C)Cc2ccccc2)C1c1cccc([N+](=O)[O-])c1 (centres undefined)
(75) CCCCCOc1ccccc1C(=O)NCCCC(=O)O
(76) O=c1nc2ccccc2c2n1CC(CN1CCN(c3cccc(Cl)c3)CC1)N2 (centres undefined)
(77) CC(C)Nc1nc(NC(C)C)nc(Oc2ccc(/C=N/O)cc2)n1
(78) CC(=O)NC(CCS(C)(=O)=O)C(=O)Nc1cccc2ccccc12 (centres undefined)
(79) C=C(C)c1nc2cc(OC)c(OC)cc2c(=O)o1
(80) Cc1cccc(C(=O)NC2CCN(CC(=O)N3CCOCC3)CC2)c1

Compound	73	74	75	76	77	78	79	80
RmlC RmlD mix	-9	11	-4	9	9	10	-7	13
HIV RNase H inh	·	·	-4	·	-19	-1	·	3

(81) O=C(NCc1ccc2c(c1)OCO2)c1cccs1
(82) CCc1ccccc1N(CC)C(=O)c1cn(CC)c(=O)c2cc(OC)c(OC)cc12
(83) CCCCNC(=O)n1c(=O)oc2ccc(Cl)cc21
(84) Cc1ccc(S(=O)(=O)NCC(=O)N(CC(=O)NCc2ccccc2)CC2CCCO2)cc1 (centres undefined)
(85) CCOC(=O)c1sc(NC(=O)CSc2nnc(Cc3ccccc3)o2)c(C(=O)OCC)c1C
(86) Cn1c(=O)c2c(ncn2CC(O)CNc2ccc(Br)cc2)n(C)c1=O (centres undefined)
(87) CCn1cc(C(=O)N2CCN(C(=O)c3ccco3)CC2)c2cc(OC)c(OC)cc2c1=O
(88) O=c1/c(=C/c2ccco2)sc2nc(-c3ccccc3Br)nn12

Compound	81	82	83	84	85	86	87	88
RmlC RmlD mix	-17	-3	-10	-3	8	-3	-23	5
HIV RNase H inh	-7	-4	·	7	·	-6	-11	15

Given tab-delimited: 18 of the compounds above
nr	SMILES	RmlC RmlD mix	HIV RNase H inh
70	Cc1nc(SCC(=O)Nc2ccccc2C(F)(F)F)c(C#N)c(C)c1CC(=O)c1ccc(Br)cc1	-10	·
71	NC(=O)c1cc(-c2ccccc2)nc(N2CCCCCC2)n1	-3	-9
72	CN1CCC2(CC1)NC(=O)C1=C(CN(C)CC1)N2	3	-6
73	O=C(CC1CCCCC1)Nc1ncn[nH]1	-9	·
74	COC(=O)C1=C(C)NC(C)=C(C(=O)OCCN(C)Cc2ccccc2)C1c1cccc([N+](=O)[O-])c1 (centres undefined)	11	·
75	CCCCCOc1ccccc1C(=O)NCCCC(=O)O	-4	-4
76	O=c1nc2ccccc2c2n1CC(CN1CCN(c3cccc(Cl)c3)CC1)N2 (centres undefined)	9	·
77	CC(C)Nc1nc(NC(C)C)nc(Oc2ccc(/C=N/O)cc2)n1	9	-19
78	CC(=O)NC(CCS(C)(=O)=O)C(=O)Nc1cccc2ccccc12 (centres undefined)	10	-1
79	C=C(C)c1nc2cc(OC)c(OC)cc2c(=O)o1	-7	·
80	Cc1cccc(C(=O)NC2CCN(CC(=O)N3CCOCC3)CC2)c1	13	3
81	O=C(NCc1ccc2c(c1)OCO2)c1cccs1	-17	-7
82	CCc1ccccc1N(CC)C(=O)c1cn(CC)c(=O)c2cc(OC)c(OC)cc12	-3	-4
83	CCCCNC(=O)n1c(=O)oc2ccc(Cl)cc21	-10	·
84	Cc1ccc(S(=O)(=O)NCC(=O)N(CC(=O)NCc2ccccc2)CC2CCCO2)cc1 (centres undefined)	-3	7
85	CCOC(=O)c1sc(NC(=O)CSc2nnc(Cc3ccccc3)o2)c(C(=O)OCC)c1C	8	·
86	Cn1c(=O)c2c(ncn2CC(O)CNc2ccc(Br)cc2)n(C)c1=O (centres undefined)	-3	-6
87	CCn1cc(C(=O)N2CCN(C(=O)c3ccco3)CC2)c2cc(OC)c(OC)cc2c1=O	-23	-11

Further results
(89) C=CCc1ccccc1OCC(O)CN(C(C)C)C(C)C (centres undefined)
(90) CC1(C)Cc2c(C#N)c(NCCN3CCOCC3)nc(-c3ccco3)c2CO1
(91) CS(=O)(=O)N1CCN(CC2CC3C=CC2C3)CC1 (centres undefined)
(92) Cc1ccc(Nc2nc(N)nc(CN3CCN(c4ccccc4F)CC3)n2)cc1
(93) O=C(NCc1ccccc1)C1Nc2ccc(OC(F)(F)F)cc2C2C=CCC12 (centres undefined)
(94) CCC(=O)N1CCN(C(=O)CC)C1c1ccccc1
(95) Cc1cc(C)n2cc(CSC3=NCCS3)nc2n1

Compound	89	90	91	92	93	94	95
RmlC RmlD mix	-14	-8	4	6	5	32	·
HIV RNase H inh	-11	-9	-4	8	·	7	-45

Screening data (PubChem BioAssay)
